# Screening results: PubChem BioAssay, The Scripps Research Institute Molecular Screening Center
# FBW7 act – activators of human E3 ligase FBW7 | Q969H0 | AlphaScreen FBW7–phospho-cyclin E peptide binding, activator screen | normalized activity (activation), % at 26.1 µM | hit rate 0.13% among 650,000 | AID 1259310; in the data active means normalized activity above about 1.9%;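 further: purified mutant Fbw7 with reduced substrate affinity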
# Target sequence (Q969H0 whole entry, looked up): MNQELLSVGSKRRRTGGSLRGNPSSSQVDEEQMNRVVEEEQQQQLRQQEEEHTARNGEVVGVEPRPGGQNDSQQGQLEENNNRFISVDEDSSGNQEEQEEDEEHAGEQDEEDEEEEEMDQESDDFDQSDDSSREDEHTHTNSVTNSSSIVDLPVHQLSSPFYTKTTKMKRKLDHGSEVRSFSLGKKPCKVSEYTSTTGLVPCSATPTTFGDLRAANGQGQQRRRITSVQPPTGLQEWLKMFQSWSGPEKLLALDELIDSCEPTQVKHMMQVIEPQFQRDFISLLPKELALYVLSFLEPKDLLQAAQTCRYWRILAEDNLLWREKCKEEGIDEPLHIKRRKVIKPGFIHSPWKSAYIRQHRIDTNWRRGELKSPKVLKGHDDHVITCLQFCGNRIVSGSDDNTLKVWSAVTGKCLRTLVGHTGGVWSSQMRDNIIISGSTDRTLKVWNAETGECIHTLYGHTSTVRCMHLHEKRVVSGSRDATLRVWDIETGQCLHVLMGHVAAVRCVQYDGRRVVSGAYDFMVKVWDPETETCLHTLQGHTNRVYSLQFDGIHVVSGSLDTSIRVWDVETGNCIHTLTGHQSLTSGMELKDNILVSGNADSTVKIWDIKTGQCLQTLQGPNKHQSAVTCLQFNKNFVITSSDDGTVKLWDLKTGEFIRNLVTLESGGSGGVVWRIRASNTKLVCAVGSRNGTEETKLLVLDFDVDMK
# TEAD-YAP inh – TEAD-YAP interaction inhibition. HEK-TIYL cells, TEAD-Gal4/YAP UAS-luciferase luminescence. inhibition, % at 9.12 µM. hit rate 1.4% among 640,000. AID 1259422; in the data active means inhibition above about 32%;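 further: 0% = median of test compound wells and 100% = reference inhibitor wells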
# GPR151 activ – activates the human receptor GPR151 | PathHunter beta-arrestin GPR151 cells, luminescence | activation, % at 11.2 µM | hit rate 1% among 650,000 | AID 1508602; in the data active means activation above about 4.9%;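 further: 0% = median of compound wells and 100% = cells with positive control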
# Target sequence (Q8TDV0 whole entry, looked up): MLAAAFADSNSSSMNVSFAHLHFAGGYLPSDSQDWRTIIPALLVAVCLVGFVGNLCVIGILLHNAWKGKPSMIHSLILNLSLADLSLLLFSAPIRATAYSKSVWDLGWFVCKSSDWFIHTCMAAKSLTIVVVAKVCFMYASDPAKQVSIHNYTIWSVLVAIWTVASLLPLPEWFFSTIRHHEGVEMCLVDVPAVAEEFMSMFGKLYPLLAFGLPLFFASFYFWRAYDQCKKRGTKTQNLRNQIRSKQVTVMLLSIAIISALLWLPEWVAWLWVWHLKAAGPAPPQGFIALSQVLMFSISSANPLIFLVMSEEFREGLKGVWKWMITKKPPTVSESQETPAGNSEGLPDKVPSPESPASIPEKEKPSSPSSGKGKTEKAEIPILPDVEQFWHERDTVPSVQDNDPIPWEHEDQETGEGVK
# MITF inh – human MITF inhibition, primary screen. O75030. inhibition, % at 2.6 µM. hit rate 0.91% among 650,000. AlphaScreen MITF homodimerization, bead proximity signal; in the data active means inhibition above about 50%;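 further: 0% = vehicle wells with protein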
# * = called active by the depositor; / = no result given; & = joins results of further samples.
SMILES,FBW7 act,TEAD-YAP inh,GPR151 activ,MITF inh
Cc1cccc(Cc2nnc(CCC(=O)NCCN3CCCCC3)o2)c1,0.0,0,0.1,8
Cc1ccc(S(=O)(=O)N2CCOCC2)cc1NC(=O)c1cc(F)c(F)cc1Cl,-0.2,-1,0.9,-3
Cc1ccc(/C=C2/SC(=S)N(C(C)C(=O)O)C2=O)cc1 (stereo not given),-0.1,0,0.3,2
Cn1nccc1Nc1ccc(N2CCC(C(=O)NCc3ccccc3)CC2)nn1,0.3,-13,0.0,9
Nc1cccnc1NCc1ccc(F)cc1,-0.1,-5,0.0,-3
CC1(CC(=O)N/N=C/c2cccc(OC3CSC3)c2)OCCO1,0.1,-3,5.9*,12
COc1ccc(N=Cc2c(O)c3ccccc3n2C(C)=O)cc1,0.1,0,-1.4,14
CCC(C)NC(=O)CN1CCN(c2ccccc2F)C1=O (stereo not given),0.2,-2,-1.5,9
Cc1cc(Cl)ccc1OCc1nc(-c2nonc2N)no1,0.2,-52,-0.1,14
N#Cc1ccccc1S(=O)(=O)N1CCN(Cc2c(O)ccc3ccccc23)CC1,-0.2,12,0.0,-3
CCOc1ccc(/C=C(\C#N)c2nn(CCO)c(N)c2C#N)cc1OC,-0.1,-3,-0.3,-3
O=C(Nc1nc2n(n1)C(c1ccc(F)cc1)CC(c1ccccc1)N2)c1cccnc1 (stereo not given),-0.1,13,5.7*,3
COC(=O)COc1ccc(NC(=O)COc2ccc(C)c(C)c2)cc1,-0.2,2,0.9,-3
Cc1c(Cl)cccc1N1C(=O)c2ccc(Oc3ccc(Nc4ncnc5ccccc45)cc3)cc2C1=O,-0.2,3,-0.8,-10
CCOc1ncccc1C(=O)NCc1ccc(F)cc1,-0.1,10,2.1,3
CC(=O)NC(CC(C)C)c1nnc2n1CCN(Cc1cc3ccccc3o1)CC2 (stereo not given),-0.2,4,-0.7,8
CC(Oc1ccc(Br)cc1)C(N)=O (stereo not given),0.8,6,-0.2,3
COC(=O)c1ccc(NC(=O)CC2C(=O)N(c3ccccc3)C(=S)N2CCc2ccc(OC)c(OC)c2)cc1 (stereo not given),0.3&0.1,11&-6,-0.4&-0.9,11&14
CCC1CN(CC(=O)N2CC3CCCC2C3)Cc2cc(OC)ccc2O1 (stereo not given),0.1,-2,-0.8,1
CCOc1ccc(Nc2c(C(=O)N3CCOCC3)cnc3ccccc23)cc1,-0.1,42*,-0.4,-4
O=C(CSc1nc2ccccc2o1)Nc1ccc2c(c1)OCO2,0.3,-38,-0.7,-6
COc1ccc2[nH]c3c(Cl)ncnc3c2c1,-0.1,-11,-1.6,-3
CCOC(=O)c1c(NC(=O)CNC(C)c2ccccc2)sc2c1CCCCC2 (stereo not given),0.1,12,3.1,1
CCN(CC)C(=O)c1cc2c(-c3cccc(OC)c3)nn(C)c2s1,1.0,5,0.2,14
CCSC1=C(C#N)C(c2ccc(OC)c(OC)c2)CC(=O)N1 (stereo not given),0.0,-2,-1.5,-3
CCOC(=O)C1=C(C)NC2=C(C(=O)CC(C)(C)C2)C1c1cc(Br)c(C)s1 (stereo not given),0.2,7,0.7,3
COC(=O)CCCNC(=O)OCc1ccc([N+](=O)[O-])cc1,0.1,-9,-0.7,0
Cn1c2c(c(=O)n(C)c1=O)C(c1ccc(C(F)(F)F)cc1)C1=C(CC(C)(C)CC1=O)N2 (stereo not given),0.0,6,-0.2,-2
Cc1ccc2nc(NC(=O)CSc3nccn3Cc3ccco3)sc2c1,-0.2,-12,-2.7,10
Cc1nc(N2CCN(C)CC2)c2c(C)c(C(=O)Nc3ccc(C)c(Cl)c3)sc2n1,1.1,-13,0.2,-3
COc1cc(Br)cc2cc(C(=O)NCC3CCCO3)c(=O)oc12 (stereo not given),-0.2,4,-1.1,5
CC(=O)c1ccccc1-c1ccc2c(c1)CC(CNC(=O)C1COc3ccccc3O1)O2 (stereo not given),-0.1,-2,1.6,10
Cc1nc2sc(C(=O)N(Cc3ccco3)Cc3cccs3)c(C)c2c(=O)[nH]1,0.1,-3,1.1,11
Cc1csc2nc(-c3ccc(NS(=O)(=O)c4ccc5c(c4)OCCO5)cc3)cn12,0.2,15,3.1,-1
CCOc1ccc(C2C(C(=O)OCc3ccccc3)=C(C)NC3=C2C(=O)CC(C)(C)C3)cc1OC (stereo not given),0.1,5,-0.3,-1
O=C(Nc1cccc(C(=O)Nc2nnc(C(F)(F)F)s2)c1)c1ccccc1,0.1,7,0.7,5
COCCCNc1nccn2c(-c3ccccc3F)cnc12,-0.2,8,-1.9,-10
CCC(CO)NCc1ccc(OCC(O)c2ccccc2)c(OC)c1 (stereo not given),0.3,4,-1.3,-5
COCC1=C(C(=O)OC)C(c2ccc(Cl)cc2)n2ncnc2N1 (stereo not given),-0.1,8,1.1,4
COc1ccc(C2=NN3C(C2)c2cc(OC)ccc2OC3c2cc(OC)c(OC)c(OC)c2)cc1 (stereo not given),0.0,-1,-2.0,9
O=C(Cn1nc(C2CC2)cc1C(=O)N1CCCC1)Nc1ccc(F)cc1Cl,0.2,-7,1.4,-3
CCOC(=O)c1cnc2c(C)c(Cl)ccc2c1Nc1ccc(OC)c(OC)c1,0.3,-4,-1.1,4
CCOC(=O)C1CCN(C(=O)c2ccccc2NC(=O)c2cccc(F)c2)CC1,0.0,7,-0.6,0
Cc1ccc(-c2nnc(SCC(=O)NC(C)(C)C)o2)cc1,0.1,-3,-0.4,4
Clc1ccccc1N1CCN(c2nc(-c3ccccc3)c3cc(Br)ccc3n2)CC1,0.1,-4,0.0,13
CCCCC(=O)NC(c1ccccc1)c1ccc2cccnc2c1O (stereo not given),-0.6,9,-1.6,41
CC1=C(C(=O)Nc2ccccn2)C(c2ccccc2C)C2=C(CCCC2=O)N1 (stereo not given),-0.1,-35,0.7,4
O=C(Nc1ccc2c(c1)CCC2)c1sc2ccccc2c1Cl,1.1,-24,-0.6,21
NC(=O)Cn1nc([N+](=O)[O-])nc1Sc1nnnn1-c1ccccc1,0.1,11,0.1,16
COc1ccc2c(C)nc(/N=C(\N)NC(C)=O)nc2c1,0.1,-65,-1.5,3
# Additional entries follow.
SMILES,FBW7 act,TEAD-YAP inh,GPR151 activ,MITF inh
O=C(/C=C/c1ccc2c(c1)OCCO2)c1cc(F)ccc1O,0.0,-24,0.2,-1
O=C(COc1ccccc1)N(Cc1ccccc1)c1nc2ccccc2s1,0.2,-44,0.6,7
Cn1c(=O)cc(NCc2ccccc2)n(Cc2ccccc2)c1=O,0.1,-2,-0.6,-2
O=C(NCC1CCCN(Cc2nc(-c3ccccc3)cs2)C1)c1cccs1 (stereo not given),0.1,9,-1.1,13
COC(=O)c1ccccc1NC(=O)CSc1nnc(-c2ccco2)o1,0.1,-14,8.3*,-6
O=C1N=C(N2CCCC2)S/C1=C\c1ccc(O)cc1,0.0,19,0.1,3
COc1ccc(OC)c(C2NC(=O)NC(C)=C2C(=O)OCc2ccc3c(c2)OCO3)c1 (stereo not given),-0.1,13,-0.2,12
CCN1CCCC1CNCc1cc(OC)c(OC)c(OC)c1 (stereo not given),0.0,-4,-0.4,17
O=C(CSc1nc2ccc(N3C(=O)c4ccccc4C3=O)cc2s1)c1ccc2c(c1)Cc1ccccc1-2,-0.2,3,-1.9,-2
COc1cc(Nc2nc3ccc(C(=O)NCCOc4ccccc4)cc3s2)cc(OC)c1OC,0.1,-33,0.4,1
Cc1ccc(NC(=O)CSc2nc3[nH]ncc3c(=O)[nH]2)cc1Cl,-0.1,0,0.7,-10
COc1cccc2cc(-c3csc(Nc4ccccc4C)n3)c(=O)oc12,0.7,-4,1.2,2
CCOC(=O)c1sc2nc(C)n(CC(N)=O)c(=O)c2c1C,0.3,6,0.2,10
OC(CNCCN1CCOCC1)COc1ccccc1 (stereo not given),0.0,-6,1.1,75*
CCOC(=O)C1(CCOc2ccccc2)CCN(Cc2cnc(N)nc2)CC1,0.1,-1,-1.2,-15
C=CCOc1ccc(/C(O)=C2\C(=O)C(=O)N(CCN(C)C)C2c2ccccc2F)c(C)c1 (stereo not given),0.6,9,-0.1,-2
CS(=O)(=O)N1CCN(c2ccc3cccc(-c4cccs4)c3n2)CC1,0.1,-8,-1.9,-16
COc1ccc(-c2nc3s/c(=C\c4ccccc4[N+](=O)[O-])c(=O)n3n2)cc1OC,-0.2,-3,4.0,-12
CC(=O)c1cccc(NC(=O)c2c(F)cccc2F)c1,0.0,0,2.0,-3
c1ccc2c(-c3nccc(Nc4ccc(N5CCOCC5)cc4)n3)csc2c1,0.0,-30,-0.8,13
O=S(=O)(NCC(c1ccco1)S(=O)(=O)c1cccs1)c1ccccc1 (stereo not given),0.1,-8,0.2,-8
C=C(C)C#C/C=C(C(=O)OCC)/C(C)=N\Nc1ccc([N+](=O)[O-])cc1[N+](=O)[O-],0.0,3,2.9,12
Nc1ccc(C(=O)Nc2ncccn2)cc1,1.0,-10,-1.2,31
Cc1nnc(SCC(=O)Nc2ccc([N+](=O)[O-])cc2)n(N)c1=O,-0.1,1,0.2,2
O=C(N/N=C/c1ccc(O)c(Br)c1)c1cc(Br)ccc1O,0.0,6,-0.1,-1
Cc1cc(C)n(CCC(=O)N2CCC3(CC2)NC(=O)c2ccccc2N3)n1,0.3,-13,0.2,6
C[N+](C)(C)CC[N+]1(C)Cc2c(Cl)c(Cl)c(Cl)c(Cl)c2C1,-0.1,/,0.2,-9
CC1CCCCN1C(=O)Nc1ccccc1 (stereo not given),0.1,3,0.8,15
COc1ccc(C2C(=O)N(C3CCCCC3)CC(=O)N2C2CC2)cc1 (stereo not given),0.0,-5,0.9,-5
COc1ccc(-c2csc(Nc3ccc(O)cc3C)n2)cc1,1.1,-50,0.5,22

# 4 entries from above, reformatted:
C[N+](C)(C)CC[N+]1(C)Cc2c(Cl)c(Cl)c(Cl)c(Cl)c2C1
  FBW7 act = -0.1
  TEAD-YAP inh = /
  GPR151 activ = 0.2
  MITF inh = -9
C=C(C)C#C/C=C(C(=O)OCC)/C(C)=N\Nc1ccc([N+](=O)[O-])cc1[N+](=O)[O-]
  FBW7 act = 0.0
  TEAD-YAP inh = 3
  GPR151 activ = 2.9
  MITF inh = 12
O=S(=O)(NCC(c1ccco1)S(=O)(=O)c1cccs1)c1ccccc1 (stereo not given)
  FBW7 act = 0.1
  TEAD-YAP inh = -8
  GPR151 activ = 0.2
  MITF inh = -8
O=C(N/N=C/c1ccc(O)c(Br)c1)c1cc(Br)ccc1O
  FBW7 act = 0.0
  TEAD-YAP inh = 6
  GPR151 activ = -0.1
  MITF inh = -1

# Back to the main list, repeating the 6 entries before the break.
SMILES,FBW7 act,TEAD-YAP inh,GPR151 activ,MITF inh
O=C(N/N=C/c1ccc(O)c(Br)c1)c1cc(Br)ccc1O,0.0,6,-0.1,-1
Cc1cc(C)n(CCC(=O)N2CCC3(CC2)NC(=O)c2ccccc2N3)n1,0.3,-13,0.2,6
C[N+](C)(C)CC[N+]1(C)Cc2c(Cl)c(Cl)c(Cl)c(Cl)c2C1,-0.1,/,0.2,-9
CC1CCCCN1C(=O)Nc1ccccc1 (stereo not given),0.1,3,0.8,15
COc1ccc(C2C(=O)N(C3CCCCC3)CC(=O)N2C2CC2)cc1 (stereo not given),0.0,-5,0.9,-5
COc1ccc(-c2csc(Nc3ccc(O)cc3C)n2)cc1,1.1,-50,0.5,22
O=C1Nc2ccc(Br)cc2/C1=C/c1ccc(C(=O)O)cc1,0.0,0,0.2,-1
CCN1C(=O)c2c(C)nc3ccccc3c2C1=O,-0.1,12,1.5,7
CC1(C)CCCC2=C1CC1C(=O)NC(=O)C1C2 (stereo not given),0.0,1,2.8,4
COc1ccc(NC(=O)C2CCCN(S(=O)(=O)c3cnc[nH]3)C2)cc1OC (stereo not given),0.5,7,0.2,23
C#Cc1ccc([C@@H]2C[C@H]3CN(C)C(=O)[C@]34CCCN24)cc1,0.0,0,2.1,14
O=C(NC1CC1)c1ccc(-c2nc(C(=O)Nc3ccc(N4CCOCC4)cc3)cs2)cc1,0.1,-22,-1.2,-1
c1cn2c(Nc3ccc4c(c3)OCCO4)c(-c3ccsc3)nc2cn1,-0.1,1,2.6,7
CCOC(=O)C1=C(C)N=c2s/c(=C\c3cn(Cc4ccccc4)c4ccccc34)c(=O)n2C1c1cccs1 (stereo not given),0.0,13,0.8,8
O=C(COc1ccc(Cl)cc1Cl)NCC(=O)c1ccccc1,0.5,-4,-1.2,16
CC1CCCCN1CC(O)COc1ccc(Br)cc1Br (stereo not given),-0.1,1,-1.2,-5

# In the list so far, these contain a CF3 group.
SMILES,FBW7 act,TEAD-YAP inh,GPR151 activ,MITF inh
Cn1c2c(c(=O)n(C)c1=O)C(c1ccc(C(F)(F)F)cc1)C1=C(CC(C)(C)CC1=O)N2 (stereo not given),0.0,6,-0.2,-2
O=C(Nc1cccc(C(=O)Nc2nnc(C(F)(F)F)s2)c1)c1ccccc1,0.1,7,0.7,5

# More records.
SMILES,FBW7 act,TEAD-YAP inh,GPR151 activ,MITF inh
COC(=O)C1C(=O)OC(C)(C)C1C(C)C(=O)c1ccc(C)cc1C (stereo not given),0.1,6,0.5,6
CCOC(=O)c1c(NC(=O)C(F)(OC)C(F)(F)F)sc(C(=O)Nc2cccc(Cl)c2)c1C (stereo not given),0.1,8,3.2,-3
Cn1c(NC(=O)c2cc(C(F)(F)F)cc(C(F)(F)F)c2)cc(=O)n(C)c1=O,-0.1,9,1.3,8
CCOC(=O)c1ccc(NC(=O)CC2C(=O)N(CCc3ccccc3)C(=S)N2CCc2ccccc2)cc1 (stereo not given),-0.1,6,0.6,10
COc1cccc(-c2noc(Cc3ccc(Cl)cc3)n2)c1,-0.1,0,-0.6,4
CCN(CC)C(=O)C1CCCN(c2nccc(NCCCN3CCCC3=O)n2)C1 (stereo not given),0.1,8,-0.1,2
COc1cccc2c1OC1(CCN(C(=O)CC3CCCC3)CC1)OC2,-0.3,-4,0.6,11
